Source: PubChem (NCI)
NCI-60 one-dose screen, 48 h, at 10 µM unless noted. Numbers give growth in % (100 = growth as untreated, 0 = no growth, -100 = all killed).
HL-60(TB): HL-60(TB) leukemia cells. hit rate 9% among 78,000; active = growth percent below 10
* marks the source's active call; other numbers are inactive results; & = joins results of further samples. These rows are one share of the data; rates above refer to the full screens.

SMILES | HL-60(TB)
O=c1oc2ccccc2cc1-c1csc(N2N=C(c3ccc(Cl)cc3)CC2c2ccccc2)n1 (configuration not stated) | 100
O=C1C=C(C(O)c2cc(Cl)ccc2O)C(=O)c2ccccc21 (configuration not stated) | 86
S=C(S)N1CCN(C(=S)S)CC1 | 118
O=C(Nc1ccccc1)C1CN(Cc2ccco2)CCS1 (configuration not stated) | 84
COc1c(F)ccc(C(=O)Nc2ccc3nc(NC(=O)C4CCCN(S(=O)(=O)c5ccc(C#N)cc5)C4)sc3c2)c1F (configuration not stated) | 115
Brc1cc(Br)c(/C=C/c2c(Br)cc(Br)cc2Br)c(Br)c1 | 102
CCOc1cc(C(=O)Nc2ccc(Cl)cn2)cc(OCC)c1OCC | 120
Cc1nccn1-c1ccc(C(=O)/C=C2\C(=O)Nc3ccccc32)cc1 | 121
COc1cc2c(c(OC)c1OC)-c1ccc(NNC(N)=S)c(=O)cc1[C@@H](NC(C)=O)CC2 | -14*
CC1=NNC(=O)C1NNc1ccccc1 (configuration not stated) | 113
CCOC(=O)c1c(C)nc2[nH]n(-c3ccccc3)c(=O)c2c1-c1ccc(Cl)cc1 | 98
Cc1ccc(-c2nc(SCC(=O)c3ccc(Br)cc3)nc(Nc3cccc(S(N)(=O)=O)c3)c2C#N)cc1 | 96
O=C(Nc1ccc(NS(=O)(=O)c2ccc(C(F)(F)F)cc2)cc1)C12CC3CC(CC(C3)C1)C2 | 97
COc1ccc(/C=C/c2c(C(N)=O)c(C)nc3ccccc23)cc1 | 101
c1ccc(Nc2nnc(-c3cc(-c4cccnc4)n(-c4ccccc4)n3)o2)cc1 | 94
COC(=O)C12NC1(c1ccccc1C(F)(F)F)OC(=O)C2c1ccccc1 (configuration not stated) | 69
O=C(Nc1ccncc1)C(=O)c1cn(S(=O)(=O)c2ccc(Cl)cc2)c2ccccc12 | 18
N=C1C(c2nc(-c3ccc(Cl)cc3)cs2)=C(O)CN1NC(=O)c1ccc2c(c1)OCO2 | 110
O=C(NCc1ccc(Cn2c(=O)sn(-c3ccc(Cl)cc3)c2=O)cc1)OCc1ccc2c(Cl)cc(Cl)c(O)c2n1 | 56
CNNC1=NS(=O)(=O)c2cnccc2N1c1cc(C)ccc1O | 96
COC1=CC2C3(O)CCCc4cccc(c43)N3C(=O)CCC23C=C1OC (configuration not stated) | 85
c1ccc2cc(Cn3c(-c4ccc5ccccc5c4)[n+](Cc4ccc5ccccc5c4)c4ccccc43)ccc2c1 | -46*
CCC(C)c1cnc(CC(C)C)c(=O)n1O (configuration not stated) | 107
CCC[CH2][Sn]1([CH2]CCC)[O]C2C(CO)OC(n3ccc(N)nc3=O)C2[O]1 (configuration not stated) | -37*
N#CC(C#N)=Cc1cc2ccccc2n2nnnc12 | 87
SMILES | HL-60(TB)
c1csc(-c2cnc3nonc3n2)c1 | 2.0*
COC(=O)c1oc2c(C(=O)/C=C/c3ccc(OC)cc3)c(OCCCN3CCCCC3)ccc2c1C | -55*
Fc1ccc(Cn2cc(CSc3nc4ccccc4o3)nn2)cc1 | 104
O=C(NNc1nc(NNC(=O)c2ccccc2)nc(N2CCOCC2)n1)c1ccccc1 | 115
COc1ccc(-c2cc(C#N)c(N)o2)cc1 | 97
O=CNc1c2ccccc2c(NC=O)c2ccccc12 | 88
COc1ccc(C(=O)c2cc3c(OC)c(OC)c(OC)cc3[nH]2)cc1 | 36
CCN(c1ncc(C(=O)O)cn1)c1cc2c(cc1C)C(C)(C)CCC2(C)C | 101
CC(=O)C(N=Nc1ccc(N2CCN(C(=O)OC(C)(C)C)CC2=O)cc1)C(C)=O | 103
COc1cc(/C=N/Nc2cccc(Br)c2)cc(OC)c1OC | 44
Cc1cc(N/N=C/c2nc(-c3ccccc3)oc2C)c2cc(Br)ccc2n1 | 80
Cc1c(C(N)=O)sc2ncn(CCO)c(=O)c12 | 248
CC(=O)c1c(/C=C/c2ccc(C(F)(F)F)cc2)c2ccccc2[nH]c1=O | 98
COc1ccc(CCN2CC(=O)NC(=O)C2)cc1OC | 100
OB(O)c1ccsc1-c1nc2ccc3[nH]ncc3c2c2c1CCCC2 | 52
CN1CCc2c(sc3ncnc(N/N=C/c4c(F)cccc4Cl)c23)C1 | 58
Cc1c2c(c(C)c3c1oc1ccc(O)cc13)C(=O)N(CCN1CCCCC1)C2=O | 99
c1ccc(Cn2c(SCCc3c[nH]c4ccccc34)nnc2-c2ccncc2)cc1 | 97
COc1cc(NC(=O)C(C)C)ccc1C(=O)NC(=S)Nc1ccc(C(=O)O)cc1 | 72
NC1CC2(CCN(c3cnc(C(=O)Nc4cc(F)cc5cccnc45)cn3)CC2)C1 | 51
Nc1ncnc2c1N=C(c1ccc3c(c1)OCO3)CC(c1cccc(Nc3ccnc4cc(C(F)(F)F)ccc34)c1)N2 (configuration not stated) | 93
CCOC(=O)N1C=Cc2ccccc2C1C#N (configuration not stated) | 110
COc1ccc(OC)c(NCC(=O)n2nc(/C=C\c3ccc(O)c(OC)c3)cc2/C=C\c2ccc(O)c(OC)c2)c1 | -8.6*
C=CCc1cc(Cl)ccc1OC(=O)Nc1cccc(Cl)c1 | 93
COc1ccc(CSc2nc3ccc(Cl)cc3c(=O)n2-c2ccccc2)cc1 | 105

Next section (2 carried over from the part before).
SMILES | HL-60(TB)
C=CCc1cc(Cl)ccc1OC(=O)Nc1cccc(Cl)c1 | 93
COc1ccc(CSc2nc3ccc(Cl)cc3c(=O)n2-c2ccccc2)cc1 | 105
Cc1nn(-c2ccc(Cl)cc2)c(=O)n1CCN1C(=O)CSC1=O | 85
COc1ccc(C2c3ccc4ccccc4c3Oc3ncnc(N)c32)cc1 (configuration not stated) | 89
C(=N\Nc1ncc(-c2cc3cc4c(cc3o2)OCO4)s1)/c1ccco1 | 16
O=C(NCCCNC(=O)OCc1ccc2c(Br)cc(Br)c(O)c2n1)OCc1ccc2c(Br)cc(Br)c(O)c2n1 | -25*
COc1ccc(NC(=O)c2cc(NCc3cc(O)ccc3O)ccc2O)cc1 | 44
CSc1nc(-n2ncc(C#N)c2N)c2c3c(sc2n1)CCC3 | 100
CCOC(=O)N(O)c1ccc(/C=C/c2ccccc2)cc1 | 44&61
CC(=O)N(C(C)=O)N(C(C)=O)C(=O)c1ccccn1 | 105
CC(O)C(O)C(O)C(/C=N\NC(N)=S)=N/NC(N)=S (configuration not stated) | 84
Cc1ccc2c(n1)C(=O)C(Cl)=C(Nc1cccc(C)c1C)C2=O | -23*
CCc1cnc2ccccc2c1/C=C/c1ccc(N(C)C)cc1 | 13
O=C(c1ccccc1)c1c(/C=C/c2ccc(Cl)cc2)nc2ccccc2c1/C=C/c1ccccc1 | 91
Cn1cc(-c2nnc(N)nc2-c2c[nH]c3ccccc23)c2cc(Br)cnc21 | 14
O=C(CCCCCC1CCCCC1)OCc1ccccc1 | 98
CSc1ccc(/C(=N/NC(N)=S)c2ccc(Cl)cc2)cc1 | 97
O=c1c2ccccc2[nH]n1Cc1ccc2c(c1)OCO2 | 98
CC(=O)Nc1cc(OCc2ccccc2)c2nc(NC(=O)c3[nH]c(C)c(Cl)c3Cl)sc2c1 | 90
CC(C)c1ccc2nc3ccc(C(=O)NCCN4CCN(c5ccccc5)CC4)cn3c(=O)c2c1 | 75
COC(C)C(NC(=O)C1CCCN1C)C1OC(SCCOC(=O)c2ccccc2O)C(O)C(O)C1O (configuration not stated) | 106
CS(=O)(=O)c1ncc(Br)cn1 | 83
CCN1C(=O)N(CC)C2NC(SC)=NC21 (configuration not stated) | 103
NC(=O)CN1C(=O)c2ccccc2C1=O | 97
O=C(NNc1ccc([N+](=O)[O-])cn1)Nc1ccc(N=Nc2ccccc2)cc1 | 83
COc1ccc(Oc2nc(Nc3ccc(N4CCOCC4)cc3)ncc2NC(=O)c2cccc(OC)c2)cc1 | 103
O=C(Nc1ccc(C2=NCCN2)cc1)c1cc(C(=O)Nc2ccc(C3=NCCN3)cc2)ncn1 | 98
SMILES | HL-60(TB)
O=C(NC(=S)N1CC=CCC1)c1ccccc1 | 125
C#CCNc1nc(NCCNC(=O)CCl)nc(N(C)CCCCc2ccccc2)n1 | 107
Cc1ccc(C(C#N)c2ccccc2)cc1 (configuration not stated) | 98
NS(=O)(=O)c1ccc(CCNC(=O)CSc2ccc(-c3ccc(Br)cc3)nn2)cc1 | 55
CSc1nc2ncnc(N)c2[nH]1 | 96
COc1ccc(N/N=C/c2c(-c3ccc(S(C)(=O)=O)cc3)nc3ccccn23)cc1 | 39
COc1ccc(C2=NN(C=O)C(c3ccc(Cl)cc3)C2)cc1S(=O)(=O)NNC(=O)c1ccncc1 (configuration not stated) | 96
COc1ccc(/C=C2\CCCC3=C2N=C2SC(C)=NN2C3c2ccc(OC)c(OC)c2)cc1OC (configuration not stated) | -14*
CC1CCCN1Cc1nc2ccc(NC(=O)c3ccc(-c4ccncc4)cc3)cc2[nH]1 (configuration not stated) | 82
COc1cccc(OCCC#N)c1 | 86
O=C(Nc1ccc(C(=O)Nc2cc(S(=O)(=O)O)cc3cccc(S(=O)(=O)O)c23)cc1)Nc1ccc(C(=O)Nc2cc(S(=O)(=O)O)cc3cccc(S(=O)(=O)O)c23)cc1 | 116
C/C(=N\NC(=O)CSc1nc2ccccc2c(=O)n1CCc1ccc(S(N)(=O)=O)cc1)c1ccccc1N | 102
COc1cc2ncnc(Nc3ccc(O[C@H]4CO[C@H]5[C@@H]4OC[C@@H]5OCc4ccccc4)c(Cl)c3)c2cc1OC | 87
O=C(N/N=C/c1ccco1)C(=O)Nc1cccc(C(F)(F)F)c1 | 110
O=C1Nc2ccc(Br)cc2C12Oc1ccccc1C1CC(c3ccc(F)cc3)=NN12 (configuration not stated) | 93
C(=C(\C1=NCCN1)n1cnc2ccccc21)/c1ccc2ccccc2c1 | 50
CCCc1c(OC(=O)c2ccccc2)nc2[nH]c(=O)sc2c1C | 98
O=S(=O)(O)c1cc(N=Nc2ccc(O)cc2)ccc1/C=C/c1ccc(N=Nc2ccc(O)cc2)cc1S(=O)(=O)O | 101
COC(=O)[C@@H]1CCCN1C(=O)[C@H]1CCCN1C(=O)[C@@H](Cc1c[nH]c2ccccc12)NC(=S)Nc1cc(C(F)(F)F)cc(C(F)(F)F)c1 | 12
C=C(C)[C@@H]1CC[C@]2(C(=O)N3CCNCC3)CC[C@]3(C)[C@H](CC[C@@H]4[C@@](C)(CCC(=O)N5CCNCC5)[C@H](C(=C)C)CC[C@]43C)[C@@H]12 | 61
O=C(N/N=C/c1cccc([N+](=O)[O-])c1)c1ccccc1 | 88
CCC(C)N(c1ccc(OC)cc1)c1nc(-c2ccc(Br)cc2)cs1 (configuration not stated) | 101
O=C1S/C(=C\c2ccc(Br)cc2)C(=O)N1Cc1cc2ccccc2nc1Cl | 96
OCC#CC#CCO | 102
COc1ccc(CC#N)cc1 | 56
SMILES | HL-60(TB)
Nc1ncnc2c1C(c1ccc(Br)cc1)c1sc3c(Br)cccc3c1O2 (configuration not stated) | 98
COc1ccc(/C(C)=N/NC(=O)c2ccncc2)cc1 | 110
CCCCN1C(=O)c2cccc3c(/C=C/CN4C(=O)c5cccc6cccc(c56)C4=O)ccc(c23)C1=O | 100
CCOC(=O)c1ccc(NS(=O)c2ccccc2)cc1 (configuration not stated) | 84
CC(C)CCOC(=O)C(=O)OCCC(C)C | 100
c1ccc(-n2cc3c(c2)-c2oncc2CC3)cc1 | 93
COc1cc2nc(Cl)nc(Nc3ccc(S(=O)(=O)Nc4cc(C)on4)cc3)c2cc1OC | 98
CCOC(=O)c1cccc(N2C(=O)/C(=C/N3N=C(c4ccccc4)CC3c3ccccc3O)SC2=S)c1 (configuration not stated) | 83
CCNC(=S)Nc1ccc(-n2c(=O)c3ccccc3c3ccccc3c2=O)cc1 | 94
Cn1ccnc1C(=O)/C=C/c1ccccc1 | 8.1*
CCOc1ccc(-c2cc(C3(S(=O)(=O)c4ccc(C)cc4)CC=CC3)on2)cc1 | 75
Cc1[nH]c2ncnc(Nc3ccc(C(=O)Nc4ccc(Cl)cc4)cc3)c2c1C | 113
CCn1cc(C(=O)NN2C(=O)CCC2=O)c(=O)c2ccc(C)nc21 | 94
COc1cc(/C=N/N=C2\C(=O)Nc3ccc(F)cc32)ccc1F | 115
O=S(OCC(Cl)(Cl)Cl)OCC(Cl)(Cl)Cl | 94
C=CCSc1nnc(/N=C2\NC(=O)/C(=C/c3ccc(O)cc3)S2)s1 | 102
COc1ccc(/C=C/c2cccc[n+]2C)cc1 | 105
CCCNCC(O)Cc1ccc(OCC)cc1 (configuration not stated) | 79
NC(=S)Nc1cccc(O)c1 | 99
COc1cc(-c2nc(N)n(C(=S)Nc3ccccc3)n2)cc(OC)c1OC | 106

Filtered by structure, the entries above containing an NH in an aromatic ring.
SMILES | HL-60(TB)
CCOC(=O)c1c(C)nc2[nH]n(-c3ccccc3)c(=O)c2c1-c1ccc(Cl)cc1 | 98
COc1ccc(C(=O)c2cc3c(OC)c(OC)c(OC)cc3[nH]2)cc1 | 36
CC(=O)c1c(/C=C/c2ccc(C(F)(F)F)cc2)c2ccccc2[nH]c1=O | 98
OB(O)c1ccsc1-c1nc2ccc3[nH]ncc3c2c2c1CCCC2 | 52
c1ccc(Cn2c(SCCc3c[nH]c4ccccc34)nnc2-c2ccncc2)cc1 | 97
Cn1cc(-c2nnc(N)nc2-c2c[nH]c3ccccc23)c2cc(Br)cnc21 | 14
O=c1c2ccccc2[nH]n1Cc1ccc2c(c1)OCO2 | 98
CC(=O)Nc1cc(OCc2ccccc2)c2nc(NC(=O)c3[nH]c(C)c(Cl)c3Cl)sc2c1 | 90
CSc1nc2ncnc(N)c2[nH]1 | 96
CC1CCCN1Cc1nc2ccc(NC(=O)c3ccc(-c4ccncc4)cc3)cc2[nH]1 (configuration not stated) | 82
CCCc1c(OC(=O)c2ccccc2)nc2[nH]c(=O)sc2c1C | 98
COC(=O)[C@@H]1CCCN1C(=O)[C@H]1CCCN1C(=O)[C@@H](Cc1c[nH]c2ccccc12)NC(=S)Nc1cc(C(F)(F)F)cc(C(F)(F)F)c1 | 12
Cc1[nH]c2ncnc(Nc3ccc(C(=O)Nc4ccc(Cl)cc4)cc3)c2c1C | 113
